CHT PAM = human CHT allosteric activation; Q9GZV3; CHT-expressing cells, membrane potential dye, choline EC20; hits give high values; LV-AA mutant CHT in HEK293 cells; B-score at 10 µM; actives 0.49% (n = 310,000); AID 488977;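 active = initial fluorescence not abnormally high and integrated response B-score, plate-corrected, over 3 SD above library mean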
Target sequence (Q9GZV3 whole entry, looked up): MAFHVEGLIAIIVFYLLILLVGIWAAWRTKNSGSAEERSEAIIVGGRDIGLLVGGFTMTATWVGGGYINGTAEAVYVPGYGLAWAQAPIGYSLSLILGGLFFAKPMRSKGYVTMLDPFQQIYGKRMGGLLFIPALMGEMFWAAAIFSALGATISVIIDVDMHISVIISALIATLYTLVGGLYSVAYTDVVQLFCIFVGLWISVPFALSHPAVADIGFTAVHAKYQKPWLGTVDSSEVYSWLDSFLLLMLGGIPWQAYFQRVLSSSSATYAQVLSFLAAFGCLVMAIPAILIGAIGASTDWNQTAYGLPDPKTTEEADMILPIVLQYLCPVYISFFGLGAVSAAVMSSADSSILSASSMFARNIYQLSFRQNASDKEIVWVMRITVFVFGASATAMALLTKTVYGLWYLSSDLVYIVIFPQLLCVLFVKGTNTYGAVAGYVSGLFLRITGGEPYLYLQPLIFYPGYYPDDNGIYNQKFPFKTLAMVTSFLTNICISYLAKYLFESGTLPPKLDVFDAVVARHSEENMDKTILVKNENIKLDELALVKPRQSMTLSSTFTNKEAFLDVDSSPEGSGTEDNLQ
CHT block = human CHT choline transport inhibition | actives 0.86% (n = 310,000) | CHT-expressing cells, membrane potential dye, choline response; hits give low values | B-score at 10 µM;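 active = B-score over 3 SD under the library average, and starting fluorescence ratio not unusually high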;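 note: choline stimulus applied at its EC90 after an EC20 pre-addition; B-score computed on integrated fluorescence ratio after choline addition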
* hit, by the source's call; i = inactive.

molecule | CHT block | CHT PAM
COc1ccc(N(CC(=O)NCCSC2CCCCC2)S(=O)(=O)c2ccccc2)c(OC)c1 | i | i
CC(=O)c1ccc(S(=O)(=O)N(C)C(C)CCc2ccco2)cc1 (centres undefined) | -5.6* | i
Cn1c(=O)c2cn(-c3cccc4ccccc34)cc2n(C)c1=O | i | i
CCOc1ccc(Nc2nc(Cl)nc(N3CCN(c4ccc(OC)cc4)CC3)n2)cc1 | i | i
CCC(C)(C)n1nnnc1C(c1cc2ccc(OC)cc2[nH]c1=O)N1CCc2ccccc21 (centres undefined) | i | i
CC(C)NC(=O)CSc1ccccc1C(=O)NCc1ccc2c(c1)OCO2 | i | i
N#Cc1cc([N+](=O)[O-])ccc1Oc1cccc(/C=N/NC(=O)c2cccc(Cl)c2)c1 | i | i
Cc1cccnc1Nc1nc(-c2ccc(O)cc2)cs1 | i | i
COc1ccc(C2C(C(=O)N3CCN(c4ccccn4)CC3)CCC(=O)N2c2cc(OC)c(OC)c(OC)c2)cc1 (centres undefined) | i | i
Cc1cc(NC(=O)c2noc3c2CCCC3)nn1Cc1ccc(Cl)cc1 | i | i
Cc1cccc(OCCNc2ccc(C(F)(F)F)cc2[N+](=O)[O-])c1 | i | i
CCN(C(=O)Cn1nc(C(=O)O)c2ccccc2c1=O)C1CCCCC1 | i | i
CCc1nc(Nc2ccc3c(c2)OCO3)c2oc3ccccc3c2n1 | i | i
O=C(NCc1ccco1)c1ccc(Cl)c(S(=O)(=O)N2CCc3ccccc32)c1 | i | i
CCN(Cc1ccccc1)S(=O)(=O)c1c(C)[nH]c(C)c1C(=O)N1CCCCC1 | i | i
O=[N+]([O-])c1cc(Cl)c2cccnc2c1O | i | i
O=C(Nc1ccc2oc(-c3cccnc3)nc2c1)c1ccc2c(c1)OCCO2 | i | i
O=C(CSc1nnc(-c2ccc(F)cc2)o1)c1ccc2c(c1)OCCO2 | i | i
C=CCNC(=S)N1CCN(c2ncc(C(F)(F)F)cc2Cl)CC1 | i | i
Cc1ccc2ccc(C3C(=O)c4ccccc4C3=O)nc2c1 | i | i
O=C(c1ccc(COc2ccc(F)cc2)o1)n1cc(Br)cn1 | i | i
Cc1ccc(-n2ncc3c(=O)n(CC(=O)NC4CCCC4)cnc32)cc1C | i | i
Cn1nccc1C(=O)Oc1cccc(/C=N/NC(=O)c2ccccc2O)c1 | i | i
N=c1c2c3c(sc2ncn1CCN1CCOCC1)CCCCC3 | i | i
Cc1ccc(S(=O)(=O)N2CCN(c3ccc(S(=O)(=O)N4CCOCC4)cn3)CC2)cc1 | i | i
O=C(CSc1ncc(-c2ccc(F)cc2)[nH]1)NCc1ccco1 | i | i
COc1ccc(C(C#N)N2N=C(C)CC2(C)C)cc1OC (centres undefined) | i | i
N#Cc1ccccc1S(=O)c1ccccc1C(=O)Nc1ccccc1 (centres undefined) | i | i
COc1cccc(NC(=O)CCSc2ccc3ccccc3n2)c1 | i | i
CNC(=O)Cn1nc(C)c2ccccc2c1=O | i | i
CCOC(=O)C1(Cc2ccccc2)CCN(Cc2ccon2)CC1 | i | i
CC(C)Cn1nnc2c(=O)oc3ccccc3c21 | i | i
O=C(Nc1nc(-c2ccc(-c3ccccc3)cc2)cs1)C1CCCO1 (centres undefined) | i | i
O=C1C2C3C=CC(C3=C(c3ccccc3)c3ccccc3)C2C(=O)N1CCO (centres undefined) | i | i
O=C(CN1C(=O)CCS(=O)(=O)c2ccccc21)Nc1cccc(Cl)c1 | i | i
O=c1[nH]cnc2c1oc1ccccc12 | i | i
COc1ccc2[nH]c(=O)c(CN(Cc3cccs3)C(=S)Nc3ccccc3)cc2c1 | -5.3* | i
Cc1cc(C)n(-c2ccc(C(=O)Nc3ccc(S(=O)(=O)N(C)C)cc3)cc2)n1 | i | i
Nc1nc(SCc2nnc(SCC(=O)O)n2-c2ccccc2)nc2sc3c(c12)CCCC3 | i | i
Cc1cccc(C)c1NC(=O)C1(C)c2cccc[n+]2CC(=O)N1Cc1cccs1 (centres undefined) | i | i
CCOC(=O)COc1ccc(C2CC(C)=NN2c2ccccc2)cc1 (centres undefined) | i | i
CC1CC(C)CN(C(=O)CSc2nnc(-c3ccc(Cl)s3)o2)C1 (centres undefined) | i | i
CCN1CCN(C(=O)C(N)Cc2ccccc2)CC1 (centres undefined) | i | i
CC(C)c1cc(C(=O)N/N=C/c2ccoc2)c(O)c(C(C)C)c1 | i | i
COc1ccc(CCNC(=O)CCn2c(=O)[nH]c3cc(OC)c(OC)cc3c2=O)cc1OC | i | i
Cc1nn2c(nc(N3CCOCC3)c3ccccc32)c1C=C(C#N)C#N | i | i
O=C(c1cccc([N+](=O)[O-])c1)n1nc(-c2ccccc2)nc1NCc1ccccc1 | i | i
CC(Sc1cccc[n+]1[O-])C(=O)Nc1cccc([N+](=O)[O-])c1 (centres undefined) | i | i
Cc1nc(C(=O)NC(C)C)nn1-c1cc(Cl)cc(Cl)c1 | i | i
C=CCNC(=O)c1ccc(Cl)cc1Cl | i | i
O=C(CSc1nnc(-c2ccc(O)cc2)n1Cc1ccccc1)NNC(=O)c1ccc(Br)cc1 | i | i
CC(C)CC(NC(=O)c1ccccc1)C(=O)OCC(=O)Nc1ccc(Br)cn1 (centres undefined) | i | i
CCn1c(C)c(C2=CCN(S(=O)(=O)c3ccccc3)CC2)c2ccccc21 | i | i
O=C(CNC(=O)c1cccc(F)c1)N/N=C/c1cc(Br)ccc1OCc1ccccc1 | i | i
O=C(Nc1cccc(Cl)c1)NC1CC2CCC(C1)N2Cc1cccs1 (centres undefined) | i | i
O=C(Nc1ccccc1OC(F)F)C1CCCN1C(=O)c1cccs1 (centres undefined) | i | i
CCc1nc2nc(C)c(NS(=O)(=O)c3ccc(Br)s3)c(=O)n2[nH]1 | i | i
O=C(NC1CCCCC1)c1ccc(OC2CCN(Cc3ccccn3)CC2)cc1 | -13* | i
COCCN(Cc1cc2cc(C)ccc2nc1Cl)C(=O)Nc1ccccc1C | i | i
CCN1CCN(c2nc(Nc3cc(OC)ccc3OC)nc(Nc3cc(OC)ccc3OC)n2)CC1 | i | i

2 of the compounds above, as labelled records:
C=CCNC(=O)c1ccc(Cl)cc1Cl
  CHT block: i
  CHT PAM: i
O=C(CSc1nnc(-c2ccc(O)cc2)n1Cc1ccccc1)NNC(=O)c1ccc(Br)cc1
  CHT block: i
  CHT PAM: i

Following part
molecule | CHT block | CHT PAM
COc1ccc(CN(C)CC(=O)Nc2ccccc2C(F)(F)F)c(OC)c1 | i | i
CC(=O)NCCNC(=O)c1cccc(NS(=O)(=O)c2ccc3c(c2)OCCO3)c1 | i | i
COc1cc(/C=N/NC(=O)CN2CCOCC2)ccc1OCc1ccccc1 | i | i
COc1ccccc1C(=O)NNC(=O)c1ccccc1F | i | i
CCCSc1nnc(N2C(=O)C(O)=C(C(=O)c3ccco3)C2c2ccccc2F)s1 (centres undefined) | i | i
COc1ccc2[nH]cc(CCNC(=O)Cc3ccc(F)cc3)c2c1 | i | i
CCCCCCCCNC(=O)/C(C#N)=C/c1ccccc1[N+](=O)[O-] | i | i
CS(=O)(=O)N(Cc1ccc(Cl)cc1)c1ccc(C(=O)NCCSCc2ccco2)cc1 | i | i
CCOC(=O)CSc1n[nH]c(NC(=O)NC(C)C)n1 | i | i
CC(=O)Nc1ccc(NC(=O)CCCc2ccccc2)cc1 | i | i
CC(C)Cc1nc(N2CCN(C(=O)c3ccco3)CC2)c(C#N)c2c1CCC2 | i | i
O=C(Nc1nccc(-c2cccs2)n1)c1ccccc1Cl | i | i
O=S(=O)(Nc1ccc(N=Nc2ccc(O)c3ccccc23)cc1)c1ccccc1 | i | i
COc1ccc(-c2n[nH]c(=S)n2/N=C/C=C\c2ccccc2OC)cc1 | i | i
Cc1cccn2c(=O)c(C=O)c(N3CCC4(CC3)OCCO4)nc12 | i | i
N/C(CC(=O)Nc1cccc(C(F)(F)F)c1)=N/O | i | i
Cc1cc(NC(=O)CSc2nnc(C)o2)no1 | i | i
COc1cc(C2C(C#N)=C(SC)NC3=C2C(=O)CCC3)ccc1O (centres undefined) | i | i
O=C(/C=C/c1c(Cl)cccc1Cl)Nc1ccncc1 | i | i
CC(=O)Oc1ccc(C2=NN(c3ccccc3)C(c3ccccc3)C2)cc1 (centres undefined) | i | i
COc1cc(SC#N)ccc1N=Cc1c(C)[nH]n(-c2cccc3ccccc23)c1=O | i | i
CCOC(=O)c1c(NC(=O)c2c(C(=O)O)cccc2[N+](=O)[O-])sc(C)c1C | i | i
O=C(Nc1ccc(F)cc1)c1ccc2snnc2c1 | i | i
O=C(O)C1=C(OCc2ccc(F)c(F)c2)C(=O)NCC1 | i | i
CC(=O)N1CCN(c2ccc(NC(=S)NC(=O)c3ccc(C)c([N+](=O)[O-])c3)cc2)CC1 | i | i
COc1ccc(S(=O)(=O)Nc2ccccc2-c2nc3ccccc3[nH]c2=O)cc1 | i | i
COc1ccc(CCNc2ncnc3[nH]ncc23)cc1OC | i | i
COc1cc(NC(=O)CCN2CCN(c3ccccc3F)CC2)cc(OC)c1 | i | i
CCc1ccccc1NC(=S)N(Cc1ccco1)C(C)c1cccs1 (centres undefined) | i | i
O=C1c2cc([N+](=O)[O-])ccc2-c2ncccc21 | i | 7*
Cc1cccc(C(=O)Oc2cccc3c(O)cccc23)c1 | i | i
CCOC(=O)c1cnc(SCc2cccc3ccccc23)nc1N | i | i
COc1ccccc1NC(=O)CSc1nnc(Cc2ccccc2)o1 | i | i
CCCCCCCCNC(CO)(CO)CO | i | i
Nc1nn(-c2ccccc2)c(N)c1N=Nc1ccccc1 | i | i
O=C(c1ccc(NS(=O)(=O)c2cccs2)cc1)N1CCN(c2ccccc2Cl)CC1 | i | i
COc1ccccc1C1CCN(Cc2ccc(Cl)c(Cl)c2)CC1 | i | i
COc1ccc(NC(=S)N2CCN(C/C=C/c3ccccc3)CC2)cc1 | i | i
COc1ccc(C(=O)NCCCNC(=O)c2cnccn2)cc1Br | i | i
CCO[C@H]1OC(C(N)=O)=C[C@@H](c2ccccc2)[C@@H]1CCCO | i | i
O=C(COC(=O)c1cc2ccccc2oc1=O)c1cccc([N+](=O)[O-])c1 | i | i
COc1ccc(/C=N/Nc2ccc(C(=O)O)cc2)c(OC)c1OC | i | i
O=C(CSc1nnnn1-c1ccc(F)cc1)NCc1cccs1 | i | i
COC(=O)c1c(NC(=O)C2CCCCC2C(=O)O)sc2c1CCCCC2 (centres undefined) | i | i
CC1=NN2C(=N)/C(=C\c3ccc(SCc4ccccc4)o3)C(=O)N=C2S1 | i | i
C[N+](C)(C)C[C@H](O)CC(=O)O | i | i
Cc1cccc(C)c1NC(=O)CC(NCc1ccco1)C(=O)O (centres undefined) | i | i
COc1ccc(-c2cc3ccccc3n2CC(O)CN2CCC(C)CC2)cc1 (centres undefined) | i | i
C=CCSc1nnc(C)c(/C=C/Nc2ccc(Cl)cc2)n1 | i | i
CCCOc1nc2ccccc2cc1/C=C/C(=O)O | i | i
COc1ccccc1NC(=O)Cn1c(=O)sc2ccccc21 | i | i
Cc1cc(OC(C)C(=O)N2C[C@H]3C[C@@H](C2)c2cccc(=O)n2C3)c2c(C)c(C)c(=O)oc2c1 (some centres undefined) | i | i
CCOC(=O)/C(C(=O)Nc1ccccc1Br)=C1/NC(C)(C)Cc2ccccc21 | i | i
O=C(Nc1nc2c(F)cccc2s1)c1ccc([N+](=O)[O-])o1 | i | i
O=C(Nc1cccc(NC(=O)C2CC2)n1)C1CC1 | i | i
N#C/C(=C/c1ccc(N2CCOCC2)o1)c1ccc(Br)cc1 | i | i
COc1cc(C2Nc3ccc4ncccc4c3C3=C2C(=O)CC(C)(C)C3)cc(OC)c1O (centres undefined) | i | i
COc1ccc(Cl)cc1NC(=O)CSc1nc(NS(=O)(=O)c2ccc(C)cc2)cc(=O)[nH]1 | i | i
Cn1cc(CNCC2CCCO2)c(-c2ccc(Oc3ccccc3)cc2)n1 (centres undefined) | i | i
CC(=O)Nc1ccc(S(=O)(=O)NCCC(=O)N2CCc3ccccc32)cc1 | i | i

A different layout for four compounds above:
SMILES: N#C/C(=C/c1ccc(N2CCOCC2)o1)c1ccc(Br)cc1
  CHT block: i | CHT PAM: i

SMILES: C=CCSc1nnc(C)c(/C=C/Nc2ccc(Cl)cc2)n1
  CHT block: i | CHT PAM: i

SMILES: O=C(Nc1cccc(NC(=O)C2CC2)n1)C1CC1
  CHT block: i | CHT PAM: i

SMILES: CCCOc1nc2ccccc2cc1/C=C/C(=O)O
  CHT block: i | CHT PAM: i

Further entries:
molecule | CHT block | CHT PAM
Oc1ccc(Br)cc1/C=N/N1CCN(Cc2ccccc2)CC1 | i | i
c1ccc(-[n+]2nc(Nc3cccc4ccccc34)sc2-c2c3ccccc3cc3ccccc23)cc1 | i | i
O=C(COC(=O)c1ccccn1)Nc1cccc(Cl)c1 | i | i
CCOC(=O)c1cnc(SSc2ncc(C(=O)OCC)c(N)n2)nc1N | i | i
ClCCCc1cn(C[C@H]2CC[C@@H]([C@@H]3CC[C@H](Cn4cc(CCCCl)nn4)O3)O2)nn1 | i | i
Cc1ccc2c(CC(=O)N3CCN(c4ccccc4)CC3)coc2c1 | i | i
O/N=C\c1cnc(N2CCN(c3ccccc3)CC2)s1 | i | i
N/C(=N/OS(=O)(=O)c1ccc([N+](=O)[O-])cc1)c1ccncc1 | i | i
Cc1ccccc1-n1c(-c2csc(C)c2C)n[nH]c1=S | i | i

This is a random part of the collection; overall some 1.4% were active at least once.
